# TcdB GH inh: inhibitors of Clostridioides difficile toxin B glycohydrolase; P18177; TcdB glycohydrolase enzymatic assay, plate reader; inhibition, % at 9.99 µM; 350,000 compounds, 0.24% hits; AID 652162; in the data active = inhibition above about 10%
# Target sequence (P18177 whole entry, looked up): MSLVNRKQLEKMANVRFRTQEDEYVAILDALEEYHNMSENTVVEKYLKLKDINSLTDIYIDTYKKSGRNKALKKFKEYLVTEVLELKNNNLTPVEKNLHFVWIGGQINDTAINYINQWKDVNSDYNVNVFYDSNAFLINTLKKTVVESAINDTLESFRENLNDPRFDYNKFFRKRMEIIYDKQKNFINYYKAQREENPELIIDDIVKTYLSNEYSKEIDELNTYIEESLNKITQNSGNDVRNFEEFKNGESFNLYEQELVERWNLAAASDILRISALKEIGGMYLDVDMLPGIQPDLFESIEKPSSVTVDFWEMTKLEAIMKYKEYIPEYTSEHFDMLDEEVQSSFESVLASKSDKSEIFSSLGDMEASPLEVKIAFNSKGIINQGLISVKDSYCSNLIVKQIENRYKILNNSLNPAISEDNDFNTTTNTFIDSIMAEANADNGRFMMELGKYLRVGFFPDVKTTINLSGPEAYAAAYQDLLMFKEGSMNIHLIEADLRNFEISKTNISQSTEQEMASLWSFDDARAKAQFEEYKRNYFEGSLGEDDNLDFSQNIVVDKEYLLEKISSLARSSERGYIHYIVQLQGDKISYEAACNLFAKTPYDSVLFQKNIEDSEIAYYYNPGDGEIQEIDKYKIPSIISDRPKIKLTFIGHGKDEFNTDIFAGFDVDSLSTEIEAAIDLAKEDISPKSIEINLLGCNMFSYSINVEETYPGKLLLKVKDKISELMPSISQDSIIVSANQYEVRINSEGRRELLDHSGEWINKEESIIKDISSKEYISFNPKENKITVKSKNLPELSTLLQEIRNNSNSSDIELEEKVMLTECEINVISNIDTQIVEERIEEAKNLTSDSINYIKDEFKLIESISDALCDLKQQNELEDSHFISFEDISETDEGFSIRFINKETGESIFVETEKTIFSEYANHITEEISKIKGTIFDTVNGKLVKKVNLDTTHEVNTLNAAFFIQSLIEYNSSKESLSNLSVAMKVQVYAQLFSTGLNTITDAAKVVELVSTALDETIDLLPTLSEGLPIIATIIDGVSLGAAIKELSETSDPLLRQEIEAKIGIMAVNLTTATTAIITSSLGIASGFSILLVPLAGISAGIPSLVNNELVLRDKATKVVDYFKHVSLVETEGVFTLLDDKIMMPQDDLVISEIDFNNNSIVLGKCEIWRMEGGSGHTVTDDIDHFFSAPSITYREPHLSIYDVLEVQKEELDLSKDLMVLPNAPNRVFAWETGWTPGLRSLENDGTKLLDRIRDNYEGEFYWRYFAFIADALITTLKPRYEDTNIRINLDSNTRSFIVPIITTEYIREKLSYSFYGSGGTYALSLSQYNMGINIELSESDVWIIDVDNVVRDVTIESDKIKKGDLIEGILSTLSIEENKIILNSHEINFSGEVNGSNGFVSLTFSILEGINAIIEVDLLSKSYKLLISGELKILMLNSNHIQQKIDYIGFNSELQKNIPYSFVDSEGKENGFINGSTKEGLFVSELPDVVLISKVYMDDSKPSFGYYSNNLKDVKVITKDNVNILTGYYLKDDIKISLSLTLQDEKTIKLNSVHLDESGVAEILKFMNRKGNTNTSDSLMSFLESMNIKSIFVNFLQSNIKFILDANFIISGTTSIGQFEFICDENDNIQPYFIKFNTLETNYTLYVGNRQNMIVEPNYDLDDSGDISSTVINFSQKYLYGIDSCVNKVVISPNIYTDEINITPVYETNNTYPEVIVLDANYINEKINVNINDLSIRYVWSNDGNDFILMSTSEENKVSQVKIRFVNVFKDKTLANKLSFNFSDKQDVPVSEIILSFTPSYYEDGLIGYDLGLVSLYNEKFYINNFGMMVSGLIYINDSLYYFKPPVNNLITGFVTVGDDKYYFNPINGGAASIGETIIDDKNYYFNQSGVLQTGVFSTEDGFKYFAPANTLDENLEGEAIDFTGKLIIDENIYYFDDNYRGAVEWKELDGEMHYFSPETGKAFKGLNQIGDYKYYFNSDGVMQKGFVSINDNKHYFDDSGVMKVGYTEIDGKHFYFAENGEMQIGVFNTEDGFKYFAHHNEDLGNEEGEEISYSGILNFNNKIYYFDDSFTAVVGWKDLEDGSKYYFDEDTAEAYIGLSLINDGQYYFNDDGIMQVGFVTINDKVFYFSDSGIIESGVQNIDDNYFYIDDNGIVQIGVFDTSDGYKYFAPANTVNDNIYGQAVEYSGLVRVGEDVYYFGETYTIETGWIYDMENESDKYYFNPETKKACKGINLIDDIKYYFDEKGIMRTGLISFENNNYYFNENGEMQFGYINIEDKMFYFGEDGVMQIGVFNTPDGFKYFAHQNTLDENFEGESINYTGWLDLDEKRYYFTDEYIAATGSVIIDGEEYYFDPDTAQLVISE
# * = called active by the depositor. These rows are one share of the data; rates above refer to the full screens.
(1) CO[C@@H]1CN(C)C(=O)c2ccc(NC(=O)C3CC3)cc2OC[C@H](C)N(CCC(F)(F)F)C[C@H]1C
  TcdB GH inh: 0.3
(2) CO[C@@H]1CN(C)C(=O)c2ccc(NS(=O)(=O)c3ccc(Cl)cc3)cc2OC[C@@H](C)N(C)C[C@H]1C
  TcdB GH inh: -0.3
(3) C[C@H]1CN([C@@H](C)CO)C(=O)c2cc(C#Cc3ccncc3)cnc2O[C@H]1CN(C)S(=O)(=O)c1ccccc1F
  TcdB GH inh: 0.3
(4) COc1cccc(-c2ccc3c(c2)[C@@H]2[C@@H](CCN2S(=O)(=O)c2ccccc2OC)[C@H](CO)N3C)c1
  TcdB GH inh: 0.3
(5) COc1ccccc1-c1cnc2c(c1)C(=O)N([C@H](C)CO)C[C@@H](C)[C@H](CN(C)Cc1ccc(F)cc1)O2
  TcdB GH inh: 0.0
(6) CCCN(C)C[C@@H]1OCCCC[C@@H](C)Oc2ccc(NC(=O)Cc3ccccc3)cc2C(=O)N([C@H](C)CO)C[C@@H]1C
  TcdB GH inh: -0.1
(7) C/C=C/c1cnc2c(c1)C(=O)N([C@@H](C)CO)C[C@@H](C)[C@@H](CN(C)C(=O)Nc1cccc(OC)c1)O2
  TcdB GH inh: 0.8
(8) C[C@@H](NC(=O)C[C@@H]1CC[C@@H](NC(=O)Nc2ccc3c(c2)OCO3)[C@@H](CO)O1)c1ccccc1
  TcdB GH inh: -0.8
(9) Cc1ccc(S(=O)(=O)N(C)C[C@@H]2Oc3c(NC(=O)C4CC4)cccc3C(=O)N([C@H](C)CO)C[C@H]2C)cc1
  TcdB GH inh: -0.5
(10) CO[C@H]1CN(C)C(=O)c2cc(NC(=O)Nc3ccccc3F)ccc2OC[C@@H](C)N(CC2CC2)C[C@@H]1C
  TcdB GH inh: -0.6

(11) C[C@H]1CN([C@@H](C)CO)C(=O)Cc2cc(NC(=O)C3CC3)ccc2O[C@@H]1CN(C)C
  TcdB GH inh: -0.3
(12) C[C@H]1CN([C@@H](C)CO)C(=O)Cc2cc(NC(=O)CCCN(C)C)ccc2O[C@H]1CN(C)CC1CCCCC1
  TcdB GH inh: -0.9
(13) C[C@@H]1CCCCO[C@@H](CN(C)C)[C@@H](C)CN([C@H](C)CO)C(=O)c2cc(NC(=O)Nc3ccccc3)ccc2O1
  TcdB GH inh: 1.3
(14) CCC(=O)N1CC[C@@H]2[C@@H](CO)Nc3ccc(C#Cc4cccnc4)cc3[C@@H]21
  TcdB GH inh: -1.0
(15) C[C@@H]1CN([C@@H](C)CO)C(=O)c2cc(-c3ccc(C(=O)N(C)C)cc3)cnc2O[C@H]1CN(C)C(=O)CN(C)C
  TcdB GH inh: 0.3
(16) O=C(C[C@H]1CC[C@H]2[C@@H](COC[C@@H](O)CN2C(=O)c2ccccc2)O1)NC1Cc2ccccc2C1
  TcdB GH inh: 0.1
(17) CCC(=O)N1CC(=O)N2[C@H](C1)[C@H](c1ccc(C#CC3CCCCC3)cc1)[C@@H]2CO
  TcdB GH inh: 1.9
(18) O=C(c1ccccc1F)N1C[C@@H]2[C@H](c3ccccc31)[C@H](CO)N2C(=O)Nc1ccccc1
  TcdB GH inh: 1.4
(19) CN(C)CC(=O)N[C@H]1C=C[C@H](CC(=O)NCc2ccc(Cl)cc2)O[C@H]1CO
  TcdB GH inh: -1.3
(20) COc1ccc(C(=O)N2C[C@H]3[C@@H](c4ccccc42)[C@@H](CO)N3Cc2ccccc2)cc1
  TcdB GH inh: 0.6

(21) C[C@H]1CN([C@@H](C)CO)C(=O)c2cccc(NC(=O)c3cnccn3)c2O[C@@H]1CN(C)C(=O)Nc1ccc(C(F)(F)F)cc1
  TcdB GH inh: -0.7
(22) C[C@@H]1CN([C@@H](C)CO)C(=O)Cc2cc(NC(=O)CCC(F)(F)F)ccc2O[C@@H]1CN(C)CC1CCCCC1
  TcdB GH inh: 1.1
(23) COCC#Cc1ccc2c(c1)O[C@@H](CN(C)C(=O)CC1CC1)[C@H](C)CN([C@@H](C)CO)S2(=O)=O
  TcdB GH inh: 12.7*
(24) COc1cccc(-c2ccc([C@@H]3[C@H](C#N)N(C(=O)c4ccccn4)[C@H]3CO)cc2)c1
  TcdB GH inh: -1.0
(25) CC(=O)N(C)C[C@H]1Oc2ncc(C#CCC3CCCC3)cc2C(=O)N([C@H](C)CO)C[C@@H]1C
  TcdB GH inh: 0.1
(26) COc1ccc(S(=O)(=O)N(C)C[C@H]2Oc3c(NC(=O)Nc4ccc(C(F)(F)F)cc4)cccc3C(=O)N([C@@H](C)CO)C[C@@H]2C)cc1
  TcdB GH inh: 0.3
(27) C[C@H](O)C#Cc1ccc([C@@H]2[C@@H](CO)N3CCCCN(CC4CC4)C[C@@H]23)cc1
  TcdB GH inh: 0.4
(28) CCC(=O)N1[C@@H]2c3ccc(C4=CCCC4)c(=O)n3C[C@@H]2[C@@H](CO)[C@@H]1C(=O)NC1CCC1
  TcdB GH inh: 0.2
(29) C[C@@H]1CCCCO[C@H](CN(C)C(=O)CCCN(C)C)[C@@H](C)CN([C@@H](C)CO)C(=O)c2cc(NC(=O)CCC(F)(F)F)ccc2O1
  TcdB GH inh: -0.5
(30) C[C@@H]1CN([C@@H](C)CO)C(=O)c2cccc(NC(=O)CCCCCC(=O)Nc3ccccc3N)c2O[C@@H]1CN(C)Cc1ccccc1
  TcdB GH inh: 0.7

(31) O=C(C[C@H]1CC[C@H]2[C@@H](COC[C@@H](O)CN2Cc2ccc(F)cc2)O1)NCc1ccccc1Cl
  TcdB GH inh: -0.7
(32) Cc1noc(C)c1S(=O)(=O)Nc1ccc2c(c1)CC(=O)N([C@H](C)CO)C[C@@H](C)[C@@H](CN(C)Cc1ccc(C(=O)Nc3ccccc3N)cc1)O2
  TcdB GH inh: 0.1
(33) C[C@@H]1CCCCO[C@H](CN(C)C)[C@H](C)CN([C@@H](C)CO)C(=O)c2cc(NC(=O)CCC(F)(F)F)ccc2O1
  TcdB GH inh: 1.0
(34) C[C@@H]1CN([C@H](C)CO)C(=O)c2cc(NS(C)(=O)=O)ccc2O[C@H]1CN(C)CC1CCCCC1
  TcdB GH inh: -2.9
(35) Cc1noc(C)c1NC(=O)Nc1ccc2c(c1)C(=O)N([C@@H](C)CO)C[C@H](C)[C@H](CN(C)C(=O)C1CCCCC1)OCCCC[C@@H](C)O2
  TcdB GH inh: -1.0
(36) O=C(c1cccnc1)N1CC(=O)N2[C@@H](CO)[C@H](c3ccc(-c4cccnc4)cc3)[C@@H]2C1
  TcdB GH inh: -0.8
(37) Cc1ccc(S(=O)(=O)N(C)C[C@@H]2Oc3c(NC(=O)Nc4ccc(C(F)(F)F)cc4)cccc3C(=O)N([C@@H](C)CO)C[C@@H]2C)cc1
  TcdB GH inh: -1.9
(38) COc1ccccc1-c1cccc(-c2nc(C(=O)N3CCN(C)CC3)cc3c2[C@@H](CCO)N([S@](=O)C(C)(C)C)C3)c1
  TcdB GH inh: 2.1
(39) C[C@@H]1CN([C@@H](C)CO)C(=O)c2cc(-c3cccnc3)cnc2O[C@@H]1CN(C)C(=O)c1ccccc1F
  TcdB GH inh: 1.0
(40) C[C@@H]1CN([C@@H](C)CO)C(=O)c2cc(NC(=O)C3CCCCC3)ccc2O[C@@H]1CN(C)S(=O)(=O)c1ccc(F)cc1
  TcdB GH inh: 0.9

(41) C[C@H]1CN([C@@H](C)CO)C(=O)c2cccc(NS(=O)(=O)c3cn(C)cn3)c2O[C@@H]1CN(C)Cc1ccc(Oc2ccccc2)cc1
  TcdB GH inh: 1.0
(42) C[C@H](CO)N1C[C@H](C)[C@@H](CN(C)Cc2cccnc2)Oc2ncc(-c3cccc(F)c3)cc2C1=O
  TcdB GH inh: -0.1
(43) COc1ccc(S(=O)(=O)Nc2ccc3c(c2)C(=O)N([C@H](C)CO)C[C@@H](C)[C@H](CN(C)C)O3)cc1
  TcdB GH inh: -0.2
(44) Cc1noc(C)c1S(=O)(=O)Nc1cccc2c1O[C@H](CN(C)Cc1ccc(-c3ccccc3)cc1)[C@H](C)CN([C@@H](C)CO)C2=O
  TcdB GH inh: 0.0
(45) C[C@@H]1CN([C@@H](C)CO)S(=O)(=O)c2ccc(-c3cccnc3)cc2O[C@H]1CN(C)Cc1ccncc1
  TcdB GH inh: 0.1
(46) O=C(NC1CCC1)[C@@H]1[C@@H](CO)[C@@H]2Cn3c(ccc(-c4ccccc4)c3=O)[C@H]1N2
  TcdB GH inh: -1.5
(47) C[C@@H]1CN([C@@H](C)CO)C(=O)c2cccc(NS(=O)(=O)c3cn(C)cn3)c2O[C@@H]1CN(C)Cc1ccc(Oc2ccccc2)cc1
  TcdB GH inh: -0.4
(48) N#C[C@H]1N[C@@H](CO)[C@@H]1c1ccc(C#Cc2ccccc2F)cc1
  TcdB GH inh: 0.0
(49) C/C=C/c1ccc([C@H]2[C@@H](CO)N3C(=O)CN(Cc4ccc(C(=O)OC)cc4)C[C@@H]23)cc1
  TcdB GH inh: -2.5
(50) COc1ccc(S(=O)(=O)N(C)C[C@@H]2OCCCC[C@@H](C)Oc3ccc(NC(=O)c4ccncc4)cc3C(=O)N([C@@H](C)CO)C[C@H]2C)cc1
  TcdB GH inh: 1.5

(51) C[C@H](CO)N1C[C@H](C)[C@@H](CN(C)S(=O)(=O)c2ccc(Cl)cc2)Oc2c(NS(=O)(=O)c3cn(C)cn3)cccc2C1=O
  TcdB GH inh: 0.4
(52) C[C@H](O)C#Cc1ccc2c(c1)O[C@@H](CN(C)Cc1cncnc1)[C@H](C)CN([C@H](C)CO)S2(=O)=O
  TcdB GH inh: -0.4
(53) C[C@H]1CN([C@@H](C)CO)C(=O)c2cccc(NC(=O)Nc3cccc4ccccc34)c2O[C@H]1CN(C)CC1CCCCC1
  TcdB GH inh: 0.5
(54) COc1cccc(-c2ccc3c(c2)[C@@H]2[C@@H](CCN2C(=O)Nc2ccccc2OC)[C@@H](CO)N3C)c1
  TcdB GH inh: -1.6
(55) CC(C)c1cn(CC[C@H]2CC[C@@H](NC(=O)C3CCOCC3)[C@@H](CO)O2)nn1
  TcdB GH inh: -1.2
(56) COc1ccc2c3c([nH]c2c1)[C@@H](CO)N(Cc1ccncc1)CC31CN(C(=O)Cc2ccncc2)C1
  TcdB GH inh: -1.6
(57) COc1cccc(S(=O)(=O)N(C)C[C@@H]2Oc3ncc(C#CC(C)C)cc3C(=O)N([C@H](C)CO)C[C@H]2C)c1
  TcdB GH inh: 0.1
(58) COc1ccc(S(=O)(=O)N(C)C[C@@H]2Oc3ncc(C#Cc4ccc(F)cc4)cc3C(=O)N([C@H](C)CO)C[C@@H]2C)cc1
  TcdB GH inh: 0.1
(59) Cc1noc(C)c1NC(=O)N[C@@H]1C=C[C@@H](CC(=O)N2CCCCC2)O[C@H]1CO
  TcdB GH inh: -1.1
(60) C[C@@H]1CN([C@H](C)CO)C(=O)Cc2cc(NC(=O)Nc3ccc(F)cc3)ccc2O[C@H]1CN(C)S(=O)(=O)c1ccccc1
  TcdB GH inh: -0.5

(61) C[C@H]1CN([C@@H](C)CO)C(=O)c2cc(NC(=O)Cc3ccccc3)ccc2O[C@@H]1CN(C)S(=O)(=O)c1ccc(F)cc1
  TcdB GH inh: 2.6
(62) CN1CCN(C(=O)c2cc3c(c(-c4cccc(Br)c4)n2)[C@H](CCO)N([S@@](=O)C(C)(C)C)C3)CC1
  TcdB GH inh: 0.8
(63) C[C@@H]1CN([C@H](C)CO)C(=O)c2cc(NS(=O)(=O)c3ccccc3)ccc2O[C@@H](C)CCCCO[C@@H]1CN(C)S(=O)(=O)c1cccs1
  TcdB GH inh: -1.1
(64) Cc1noc(C)c1NC(=O)Nc1ccc2c(c1)C(=O)N([C@H](C)CO)C[C@@H](C)[C@@H](CN(C)C(=O)NC1CCCCC1)OCCCC[C@@H](C)O2
  TcdB GH inh: -0.4
(65) CN(C)C(=O)c1cccc(-c2ccc([C@@H]3[C@@H](CO)N4CCCCN(CC5CCOCC5)C[C@H]34)cc2)c1
  TcdB GH inh: -2.1
(66) COc1ccccc1CNC(=O)C[C@H]1CC[C@H]2[C@@H](COC[C@H](O)CN2C(=O)Nc2ccc(Cl)cc2)O1
  TcdB GH inh: 4.5
(67) COc1ccc(S(=O)(=O)Nc2ccc3c(c2)C(=O)N([C@H](C)CO)C[C@H](C)[C@@H](CN(C)C(=O)NC2CCCCC2)OCCCC[C@@H](C)O3)cc1
  TcdB GH inh: 1.2
(68) C[C@@H]1CCCCO[C@@H](CN(C)C(=O)CCCN(C)C)[C@H](C)CN([C@H](C)CO)C(=O)c2cc(NC(=O)CCC(F)(F)F)ccc2O1
  TcdB GH inh: -1.1
(69) COc1ccc(S(=O)(=O)Nc2ccc3c(c2)C(=O)N([C@@H](C)CO)C[C@H](C)[C@@H](CN(C)Cc2ccncc2)O3)cc1
  TcdB GH inh: -0.1
(70) COc1ccc(S(=O)(=O)N(C)C[C@H]2Oc3cc(C#CC4CCCC4)ccc3S(=O)(=O)N([C@@H](C)CO)C[C@H]2C)cc1
  TcdB GH inh: 0.8

(71) O=C(C[C@@H]1CC[C@@H]2[C@H](COC[C@H](O)CN2S(=O)(=O)c2ccc(F)cc2)O1)NCCN1CCCCC1
  TcdB GH inh: 0.4
(72) C[C@@H]1CN([C@@H](C)CO)C(=O)c2cccc(NS(C)(=O)=O)c2O[C@@H]1CN(C)C(=O)Nc1ccc(F)cc1
  TcdB GH inh: 0.1
(73) COCC(=O)Nc1ccc2c(c1)C(=O)N(C)C[C@H](OC)[C@@H](C)CN(C(=O)Cc1ccccn1)[C@H](C)CO2
  TcdB GH inh: 0.3
(74) CS(=O)(=O)Nc1ccc2c(c1)[C@@H]1C[C@H](CC(=O)NCc3ccccn3)O[C@@H](CO)[C@@H]1O2
  TcdB GH inh: 0.2
(75) O=C(Nc1ccccc1F)N1C[C@H]2[C@@H](c3ccccc31)[C@H](CO)N2C(=O)C1CCOCC1
  TcdB GH inh: -7.0
(76) O=C1NCC(=O)N2[C@@H]1C[C@@H](C(=O)NCc1ccc(F)cc1)[C@H]2c1cccc(OCCO)c1
  TcdB GH inh: 2.1
(77) COCC(=O)N(C)C[C@H]1Oc2cc(C#CCN(C)C)ccc2S(=O)(=O)N([C@H](C)CO)C[C@@H]1C
  TcdB GH inh: -1.2
(78) COc1ccc(CN(C)C[C@H]2OCCCC[C@H](C)Oc3ccc(NC(=O)CCC(F)(F)F)cc3C(=O)N([C@@H](C)CO)C[C@H]2C)cc1
  TcdB GH inh: 0.4
(79) OC[C@@H]1[C@@H](c2ccc(C#CC3CC3)cc2)[C@H]2CN(CCC(F)(F)F)CCCCN12
  TcdB GH inh: 0.2

# Screening data deposited in PubChem by Broad Institute.
